# Screens deposited in PubChem by several laboratories.
# HePTP inh – inhibitors of human HePTP phosphatase. recombinant HePTP phosphatase activity, OD absorbance. hit rate 0.64% among 110,000. inhibition, % at 20 µM. P35236; in the data active = inhibition above about 50%;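 also: plate controls were vehicle for no effect and reference inhibitor for full effect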
# BAP1 inh – human BAP1 deubiquitinase inhibition; recombinant BAP1, Ub-AMC hydrolysis fluorescence kinetic; active compounds read low; activity remaining (% of control), % at 20 µM; hit rate 0.48% among 72,000; AID 436;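 active = activity remaining at or below 50% of control, provided the compound also passes the data quality filters; inactive = the rest, including low values that fail the filters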;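 also: 100% = DMSO wells rate and 0% = substrate alone blank rate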
# Target sequence (Q92560 whole entry, looked up): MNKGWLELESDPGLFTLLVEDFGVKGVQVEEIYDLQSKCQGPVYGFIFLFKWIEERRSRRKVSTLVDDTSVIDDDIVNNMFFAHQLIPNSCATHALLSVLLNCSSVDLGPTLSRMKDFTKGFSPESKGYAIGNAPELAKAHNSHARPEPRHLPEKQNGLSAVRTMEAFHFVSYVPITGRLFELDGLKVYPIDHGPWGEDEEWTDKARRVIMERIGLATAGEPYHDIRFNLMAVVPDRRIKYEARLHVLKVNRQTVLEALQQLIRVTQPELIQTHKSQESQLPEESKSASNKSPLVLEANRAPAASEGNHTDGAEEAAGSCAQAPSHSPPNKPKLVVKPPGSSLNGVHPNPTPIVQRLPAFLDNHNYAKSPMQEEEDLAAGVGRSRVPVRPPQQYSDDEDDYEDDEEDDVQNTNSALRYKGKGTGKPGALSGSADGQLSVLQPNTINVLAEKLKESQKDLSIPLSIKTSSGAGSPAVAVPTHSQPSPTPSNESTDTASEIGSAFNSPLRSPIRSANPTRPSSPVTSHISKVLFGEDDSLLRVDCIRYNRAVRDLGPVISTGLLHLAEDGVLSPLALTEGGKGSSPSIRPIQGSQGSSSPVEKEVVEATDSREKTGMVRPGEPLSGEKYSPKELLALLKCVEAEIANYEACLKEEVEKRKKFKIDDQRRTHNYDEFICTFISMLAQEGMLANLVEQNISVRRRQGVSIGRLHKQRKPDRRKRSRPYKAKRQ
# * hit, by the source's call; i = inactive; · = no result given; & = joins results of further samples. The list is partial; the hit share may differ from the screen's.
SMILES,HePTP inh,BAP1 inh
CCn1c(=O)cc(OCC(=O)N2CCN(Cc3ccc4c(c3)OCO4)CC2)c2ccccc21,5.9,130.3
CCOc1ccc(Br)c(C2(O)CC(C)N(C)CC2C)c1 (stereo not given),2.8,104.8
CCOP(=S)(OCC)SCn1c(=O)oc2cc(Cl)ccc21,-2.6,·
COc1ccccc1CN1CCNCC1,4.2,·
Cc1cc(C)c(C(=O)CN2CCOCC2)c(C)c1,-2.9,94.4
C[C@@H]1CC[C@@]2(NC1)OC1C[C@H]3C4CC=C5CC(O)CCC5(C)C4CCC3(C)C1[C@@H]2C (stereo not given in full),0.5,·
O=c1cccc2n1CC1CC2CN(C(c2cccc(F)c2)c2sc3ncnn3c2O)C1 (stereo not given),-11.1,95.4
CCN(CC)CCCN=C(C)c1c(O)n(-c2ccccc2)c(=O)[nH]c1=O,-7.9,94.2
O=c1[nH]c(=O)n(Cc2ccco2)c(O)c1C=NC1CC1,8.5,105.2
N#Cc1ccc(N2CCNCC2)c(F)c1,3.5,96.1
Cn1cnc(CCN)c1,·,94.1
c1cncc(C2CCCCN2Cc2ccc3c(c2)OCO3)c1 (stereo not given),11.2,104.9
CN1C(=O)C(Cc2ccc3c(c2)OCO3)C(=O)N(C)C1=O,5.5,96.4
CCC(=Nc1ccc(OC)cc1OC)c1c(O)n(C2CCCCC2)c(=O)[nH]c1=O,9.2,·
Cc1ccc(C2c3c(c4ccccc4oc3=O)Oc3c2c(=O)oc2ccccc32)cc1,4.3,·
Cc1cc(N2C(=O)C3CCCN3C2c2sccc2C)no1 (stereo not given),-1.8,98.0
CN(C)C=C1C(=O)N(C2CCCCC2)C(=O)N(C2CCCCC2)C1=O,4.0,100.8
COc1ccccc1CCNCc1ccccc1Cl,-0.3,·
CC(C(=O)N1CCC2(CC1)OCCO2)C1Sc2ccccc2NC1=O (stereo not given),8.5,92.7
O=c1[nH]c(=O)n(-c2cccc(Cl)c2)c(O)c1C=NCCN1CCCCC1,3.3,69.7
COc1ccc(N2C(=O)CC(N3CC=C(c4ccccc4)CC3)C2=O)cc1 (stereo not given),6.4,103.7
CC1CN=C(Nc2ccc(N(C)C)cc2)S1 (stereo not given),-2.1,127.1
COCC(C)OC(=O)c1c(N)n(Cc2ccco2)c2nc3ccccc3nc12 (stereo not given),10.4,i
O=C(Cc1ccccc1)N1CCN(C/C=C/c2ccccc2)CC1,3.5,88.5
CC(C)C12CN3CCN(CC(C3)C1O)C2 (stereo not given),0.8&2.4,51.6

# Further results.
SMILES,HePTP inh,BAP1 inh
C[N+]1(C)C2CCC1CC(OC(=O)C(CO)c1ccccc1)C2 (stereo not given),·,90.0&94.3
N[C@@H](CCl)C(=O)O,·,90.8
C=CCSc1nc2ccccc2c(=O)n1-c1cccc(C)c1,-10.1,·
CCc1cc2c(s1)NC(=O)CN=C2c1cccs1,-3.6,92.7
c1ccc2[nH]c(CCNC3CCCCC3)nc2c1,1.1,114.0
CC(=O)OC1(c2ccccc2)CC(C)CN(C(C)(C)C)C1 (stereo not given),-5.8,·
Cc1ccc(N(C)C(=O)Oc2cccc3cccnc23)cc1,9.0,94.2
C=CCN1CCC2(C)c3cc(O)ccc3CC1[C@@H]2C (stereo not given in full),·,96.1
CCOC(=O)C1C2NC(=O)N(Cc3ccccc3)C1(C)Oc1c(OC)cccc12 (stereo not given),1.4,105.4
O=P(CN1CCN(c2ccccc2)CC1)(N1CCCCC1)N1CCCCC1,4.9,94.6
O/N=C1/C(=C\c2ccccc2)N2CCC1CC2,0.2,94.0
Cc1sc2ncn(CC(=O)NCC(=O)N3CCC4(CC3)OCCO4)c(=O)c2c1C,·,101.3
CN(CN1C(=O)C(=O)c2cc([N+](=O)[O-])ccc21)[N+](=O)[O-],8.5,·
CCC(CC)C1C(C#N)=C(N)Oc2c1c(=O)oc1ccccc21 (stereo not given),-2.9,·
Fc1ccc(NC2=NCCS2)cc1Cl,2.8,78.4
Cc1n[nH]c(C)c1CCN,0.3,106.1
COC(=O)CC1(CC(=O)OC)C(=O)NC(=O)NC1=O,9.3,91.4&70.6
COc1ccc(S(=O)(=O)Cc2ccc(C(=O)N3CCC4(CC3)OCCO4)o2)cc1,5.7,98.5
O=C1NC(=S)NC(=O)C1=Cc1ccc(-c2ccc(C(=O)O)cc2)o1,48.6,·
CCOC(=O)[C@@]1(C#N)[C@@H]2C=CC(C(N)=O)=CN2[C@@H](C(N)=O)[C@@H]1c1cccc(Cl)c1,5.4,98.7
COc1ccc(CCNCc2ccccc2C(F)(F)F)cc1,-7.8,·
CCOC(=O)C(O)(c1cn(C)c2ccccc12)C(F)(F)F (stereo not given),7.3,102.9
COc1ccc(-n2c(-c3ccncc3)nc3ccccc3c2=O)cc1,-2.6,·
CNCCc1c(C)n[nH]c1C,1.3,116.0
CC(C)CCn1c(N)c(C(=O)OCC2CCCO2)c2nc3ccccc3nc21 (stereo not given),10.1,465.4

# (further entries)
SMILES,HePTP inh,BAP1 inh
O=c1[nH]c(=O)n(Cc2ccccc2)c(O)c1C=NCCN1CCOCC1,3.7,64.9
CCOC(=O)C(P(=O)(OCC)OCC)P(=S)(c1ccccc1)c1ccccc1 (stereo not given),8.7,·
CCc1ccc(CNCCc2c[nH]c3ccccc23)cc1,8.2,·
COc1ccc(CCNCc2cccnc2)cc1,-14.3,·
O=C1NC(=S)NC(=O)C1=Cc1cccc(OS(=O)(=O)c2ccc3ccccc3c2)c1,8.1,·
Cn1c(O)c(C=NCCN2CCN(C(=O)c3ccccc3)CC2)c(=O)n(C)c1=O,2.5&2.7,95.1
CN1C(=O)C(=Cc2cn(Cc3ccc(F)cc3)c3ccccc23)C(=O)N(C)C1=O,3.5,·
CCCSc1nc(O)c(CC)c(=O)n1C(C)CC (stereo not given),2.1,87.9
CN1CCN(c2ncnc3ccc(Br)cc23)CC1,-11.2,94.2
CCOc1ccc2[nH]c(=O)c(CN(CCO)C3(c4nnnn4C4CCCCC4)CCCCC3)cc2c1,3.4,·
CNP(=S)(NC)OCCOc1ccc(OC)cc1,-8.5,98.2
COc1cc(/C=C2\C(=O)NC(=O)N(c3ccc(Br)cc3)C2=O)ccc1O,6.0,·
COc1ccc(Cl)cc1NC1=NCC(C)S1 (stereo not given),·,96.4
O=P1(Nc2cccnc2)COc2ccccc2OC1,1.1,104.1
CCC1(C)CC(CCNCc2ccc(OC)c(OC)c2)(c2ccc(C)cc2)CCO1 (stereo not given),8.8,·
Cc1c(N=Cc2c(O)n(CCc3ccc(F)cc3)c(=O)[nH]c2=O)c(=O)n(-c2ccccc2)n1C,6.0,83.2
CN1C(=O)C(Cc2cccc3ccccc23)C(=O)N(C)C1=O,-2.6,102.0
COc1ccc(-n2c(/C=C/c3ccco3)nc3ccccc3c2=O)cc1,3.6,·
Cc1c2cnn(CC(=O)N3CCC4(CC3)OCCO4)c(=O)c2c(C)n1Cc1ccccc1F,-2.9,73.6
CCc1nc2ccccc2c(=O)n1-c1ccccc1[N+](=O)[O-],·,136.5
NN=C(N)N,·,96.8&85.7
CN1C(=O)N(C)C(=O)C2(Cc3ccccc3N3CCOCC32)C1=O (stereo not given),-10.0,100.9
CCCCC1(c2ccccc2)C(=O)NC(=O)NC1=O,-12.7,·
C(#CCN1CCOCC1)COC/C=C/c1ccccc1,4.8,102.5
Cn1c(=O)cc(OCC(=O)N2CCN(Cc3ccc4c(c3)OCO4)CC2)c2ccccc21,3.9,104.1

# Fetched by compound from above (seven):
SMILES,HePTP inh,BAP1 inh
O=C1NC(=S)NC(=O)C1=Cc1cccc(OS(=O)(=O)c2ccc3ccccc3c2)c1,8.1,·
CCOC(=O)C(P(=O)(OCC)OCC)P(=S)(c1ccccc1)c1ccccc1 (stereo not given),8.7,·
COc1cc(/C=C2\C(=O)NC(=O)N(c3ccc(Br)cc3)C2=O)ccc1O,6.0,·
CCc1ccc(CNCCc2c[nH]c3ccccc23)cc1,8.2,·
COc1ccc(Cl)cc1NC1=NCC(C)S1 (stereo not given),·,96.4
CCCCC1(c2ccccc2)C(=O)NC(=O)NC1=O,-12.7,·
Cc1c2cnn(CC(=O)N3CCC4(CC3)OCCO4)c(=O)c2c(C)n1Cc1ccccc1F,-2.9,73.6

# Ordered by count of non-hydrogen atoms (low to high): some entries from above
SMILES,HePTP inh,BAP1 inh
COc1ccc(Cl)cc1NC1=NCC(C)S1 (stereo not given),·,96.4
CN1CCN(c2ncnc3ccc(Br)cc23)CC1,-11.2,94.2
Cc1c2cnn(CC(=O)N3CCC4(CC3)OCCO4)c(=O)c2c(C)n1Cc1ccccc1F,-2.9,73.6

# Further results
SMILES,HePTP inh,BAP1 inh
CCOc1ccc(N2C(=O)CC(=O)NC2=S)cc1,-1.5,·
CC1(C)CC(n2[nH]c(=O)c3c2NC(=O)CSC3c2ccc(F)cc2)CCO1 (stereo not given),-8.5,·
O=c1c2cc(Cl)ccc2nc(C[n+]2ccccc2)n1-c1ccc([N+](=O)[O-])cc1,·,221.0
Cc1c(C)[n+](=O)c2cc(N3CCN(C)CC3)c(Cl)cc2n1[O-],-7.4,·
CC(C)OC(=O)c1c(N)n(CC2CCCO2)c2nc3ccccc3nc12 (stereo not given),2.9,·
COc1ccc(CC2C(=O)N(C)C(=O)N(C)C2=O)c(OC)c1,4.7,102.7
CC(C)OCCCNC(=O)c1c(N)n(Cc2cccs2)c2nc3ccccc3nc12,9.0,207.3
O=C(c1cc2ccccc2oc1=O)N1CCC2(CC1)OCCO2,17.1,67.8
Cc1nc2cc([N+](=O)[O-])ccc2c(=O)n1-c1ccc(Cl)cc1,7.7,131.4
NC(=O)c1cc(N2CC2)c([N+](=O)[O-])cc1[N+](=O)[O-],·,83.2
O=C(c1cc(-c2ccccc2)nc2ccccc12)N1CCC2(CC1)OCCO2,-5.0,75.4
O=C1NC(=S)NC(=O)C1CCCC=C(Cl)Cl,20.6,·
CCCCOC(=O)COc1cc(C)cc2oc(=O)c3c(c12)CCC3,0.6&9.8,55.4
CC(C)OC1N/C(=N\[N+](=O)[O-])N(C)C1OC(C)C (stereo not given),-6.7,·
O=C(Nc1ccc(Cl)cc1C(=O)c1ccccc1)c1ccc(S(=O)(=O)N2CCCCC2)cc1,-9.9,·
COC(=O)C1C2c3ccccc3OC1(C)N=C1SCC(=O)N12 (stereo not given),·,54.3
Cc1cnn(C2CCN(C)CC2)c1N,23.1,91.3
O=C(CN1CCCC1=O)N1CCOCC1,2.4,103.9
CN1CCN(c2nccc3c2ncn3C)CC1,3.4,107.4
CC(=NCc1ccc2c(c1)OCO2)c1c(O)n(C)c(=O)n(C)c1=O,7.8,107.4
O=[N+]([O-])c1ccc(NCCCN2CCOCC2)c2cccnc12,7.0,51.1
CON(C)C(=O)Nc1ccc(Cl)cc1,8.3,101.7
c1ccc(C2CC2)c(OCC2=NCCN2)c1,·,89.3
O=C(c1cc2ccccn2n1)N1CCC2(CC1)OCCO2,11.8,102.6
Cc1ccc(-n2c(-c3ccccn3)nc3ccccc3c2=O)cc1,-7.2,·

# A second format for part of the listing above:
smiles: Cc1nc2cc([N+](=O)[O-])ccc2c(=O)n1-c1ccc(Cl)cc1
- HePTP inh: 7.7
- BAP1 inh: 131.4
smiles: NC(=O)c1cc(N2CC2)c([N+](=O)[O-])cc1[N+](=O)[O-]
- HePTP inh: ·
- BAP1 inh: 83.2
smiles: O=C(c1cc(-c2ccccc2)nc2ccccc12)N1CCC2(CC1)OCCO2
- HePTP inh: -5.0
- BAP1 inh: 75.4

# (more compounds)
SMILES,HePTP inh,BAP1 inh
Cc1cccc(NC2=NCCCS2)c1C,10.8,98.7
NC(CCP(=O)(O)O)C(=O)O (stereo not given),·,96.0
S=C=Nc1cccc(C2(N3CCCCC3)CCCCC2)c1,·,92.6
COC(=O)c1c(C)[nH]c(C(=O)C(Cc2ccccc2)N(C)C)c1C (stereo not given),2.8,107.4
CCc1nc2ccccc2c(=O)n1-c1ccc2ccccc2c1,3.1,·
CC(C(N)=O)N1CC(c2ccccc2)CC1=O (stereo not given),5.3,92.9
O=c1c2ccccc2nc(CSc2ncnc3nc[nH]c23)n1-c1ccccc1,0.9,90.8

# 6 successive entries from above:
SMILES,HePTP inh,BAP1 inh
CC(C)OCCCNC(=O)c1c(N)n(Cc2cccs2)c2nc3ccccc3nc12,9.0,207.3
O=C(c1cc2ccccc2oc1=O)N1CCC2(CC1)OCCO2,17.1,67.8
Cc1nc2cc([N+](=O)[O-])ccc2c(=O)n1-c1ccc(Cl)cc1,7.7,131.4
NC(=O)c1cc(N2CC2)c([N+](=O)[O-])cc1[N+](=O)[O-],·,83.2
O=C(c1cc(-c2ccccc2)nc2ccccc12)N1CCC2(CC1)OCCO2,-5.0,75.4
O=C1NC(=S)NC(=O)C1CCCC=C(Cl)Cl,20.6,·
